Assay outcomes deposited in PubChem BioAssay by Sanford-Burnham Center for Chemical Genomics.
Jurkat NFkB inh: inhibitors of induced NF-kB luciferase reporter, primary screen, TCR NF-kB activation inhibitor project, cell-based, luminescence, uHTS. Jurkat, PMA/ionomycin-induced NF-kB luciferase reporter. inhibition, % at 4 µM. actives 0.53% (n = 330,000). AID 435003, 2010; in the data active means inhibition above about 50%
Gli-Sufu block: Gli-Sufu pathway antagonists, primary screen, luciferase luminescence, Sufu-KO-LIGHT cells, uHTS; Sufu-KO-LIGHT fibroblasts, Gli luciferase reporter luminescence; inhibition, % at 5 µM; actives 0.74% (n = 340,000); AID 588413, 2011;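 active means inhibition above about 55%, limit read from the data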;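 further: 0% = DMSO-treated cells and 100% = wells with medium but no cells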
CXCR6 inh: CXCR6 receptor inhibitors, primary screen, cell-based, beta-arrestin, luminescence, CHO-K1 PathHunter, 1536-well. C-X-C chemokine receptor type 6 (Homo sapiens), O00574. inhibition, % at 20 µM. actives 0.36% (n = 360,000). AID 602244, 2012; in the data active means inhibition above about 34%, passing the limit was not always enough;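 further: antagonist mode with CXCL16 agonist at 10 nM final; 0% = 10 nM CXCL16 with DMSO and 100% = unstimulated wells without agonist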
Target sequence (O00574 whole entry, looked up): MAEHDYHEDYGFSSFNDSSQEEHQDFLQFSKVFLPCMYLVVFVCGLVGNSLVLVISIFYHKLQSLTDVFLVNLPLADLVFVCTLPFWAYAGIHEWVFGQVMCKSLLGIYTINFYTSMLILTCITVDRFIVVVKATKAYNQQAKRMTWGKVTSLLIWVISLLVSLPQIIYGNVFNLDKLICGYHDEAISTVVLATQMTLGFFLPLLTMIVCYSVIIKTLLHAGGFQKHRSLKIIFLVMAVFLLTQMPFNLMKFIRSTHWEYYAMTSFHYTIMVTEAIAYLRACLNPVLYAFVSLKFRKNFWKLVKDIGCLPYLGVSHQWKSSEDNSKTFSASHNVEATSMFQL
EBI2 block: EBI2 receptor antagonists, beta-arrestin recruitment, primary screen, cell-based, luminescence, 7a,25-OHC stimulation, uHTS; G-protein coupled receptor 183 (Homo sapiens), P32249; 7a,25-OHC stimulated; inhibition, % at 5 µM; actives 0.81% (n = 360,000); in the data active means inhibition above about 38%;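 further: enzyme fragment complementation signal reports receptor beta-arrestin coupling in cells; 0% = agonist plus DMSO wells and 100% = wells without agonist; some results beyond the cut were filed as inactive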
Target sequence (P32249 whole entry, looked up, the tested form may be a part): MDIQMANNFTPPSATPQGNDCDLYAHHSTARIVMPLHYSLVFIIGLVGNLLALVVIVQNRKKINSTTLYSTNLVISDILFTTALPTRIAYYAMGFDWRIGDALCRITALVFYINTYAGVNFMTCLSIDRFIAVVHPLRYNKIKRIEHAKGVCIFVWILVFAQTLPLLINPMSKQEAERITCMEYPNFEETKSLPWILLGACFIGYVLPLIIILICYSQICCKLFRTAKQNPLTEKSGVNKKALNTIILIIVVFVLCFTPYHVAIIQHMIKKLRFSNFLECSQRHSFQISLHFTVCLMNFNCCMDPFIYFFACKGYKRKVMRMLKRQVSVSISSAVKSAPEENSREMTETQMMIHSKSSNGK
CCR6 antagonist: CCR6 receptor antagonists, primary screen, cell-based, CHO-K1, luminescence, beta-arrestin, uHTS. inhibition, % at 20 µM. CHO-K1 CCR6 PathHunter beta-arrestin, CCL20-stimulated. C-C chemokine receptor type 6 (Homo sapiens), P51684. AID 493098, 2011. actives 0.49% (n = 340,000);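 active means compounds whose inhibition of the agonist-driven luminescence signal at 20 µM reaches about 50%, limit read from the data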;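 further: cells stimulated with CCL20 at 14 nM final; plate controls were DMSO with CCL20 for no effect and DMSO without agonist for full effect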
697 NFkB inh: inhibitors of PMA/ionomycin-induced NF-kB reporter, 697 cells, primary screen, B-cell NF-kB inhibitor project, cell-based, luminescence, uHTS; 697 B-cell NF-kB luciferase reporter, 16 h; inhibition, % at 4 µM; actives 0.33% (n = 330,000); in the data active means inhibition above about 35%
UBC13 polyUb: UBC13 polyubiquitin chain formation inhibitors, primary screen, biochemical, TR-FRET, uHTS; inhibition, % at 20 µM; Ubiquitin-conjugating enzyme E2 N (Homo sapiens), P61088; AID 485273, 2010; actives 0.47% (n = 330,000); in the data active means inhibition above about 45%, passing the limit was not always enough
Target sequence (P61088 whole entry, looked up): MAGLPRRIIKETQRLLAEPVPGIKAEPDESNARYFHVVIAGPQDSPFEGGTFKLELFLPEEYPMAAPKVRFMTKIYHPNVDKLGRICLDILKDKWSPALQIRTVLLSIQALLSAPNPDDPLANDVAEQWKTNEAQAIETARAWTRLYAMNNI
APJ antag: antagonists of human apelin receptor APJ, primary screen, CHO-K1 cells, beta-arrestin complementation, luminescence; P35414; inhibition, % at 20 µM; actives 0.32% (n = 330,000); AID 2521, 2010;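 active means inhibition above about 40% at 20 µM, limit read from the data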;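 further: cells challenged with 10 nM apelin-13 agonist together with compound; plate controls were apelin-13 plus DMSO wells for no effect and DMSO wells lacking apelin-13 for full effect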
Starred values were filed as active, the others as inactive; nt = not tested or not shown.

SMILES	Jurkat NFkB inh	Gli-Sufu block	CXCR6 inh	EBI2 block	CCR6 antagonist	697 NFkB inh	UBC13 polyUb	APJ antag
CCOc1ccc2nc(-c3cc(NC(C)=O)ccc3O)sc2c1	-56	-36	6	4	10	-72	-13	4
COc1cccc(N(CC(=O)N/N=C(\C)c2cccs2)S(C)(=O)=O)c1	19	-25	-6	-10	11	20	6	0
CCOC(=O)C1=C(C)N=C2c3ccccc3C(=O)C2C1c1ccc(Br)cc1 (stereo unspecified)	-1	nt	nt	nt	nt	5	-43	12
Cc1ccc(C)c(NS(=O)(=O)c2cc(Br)cnc2N)c1	-1	3	-4	-20	21	-9	-2	15
CC1Cc2ccccc2N1CC(=O)NC(c1ccccc1)c1ccccc1 (stereo unspecified)	-8	-5	14	2	37	-16	3	4
C=C(C)CSc1cc(C)c(C#N)c2nc3ccccc3n12	17	3	0	-19	15	-5	-11	14
CC(=O)Nc1ccc(NC(=O)CCCSc2nc3ccccc3s2)cc1	-3	6	-4	-6	4	18	-6	2
O=C(CNC(=O)c1ccccc1Cl)NCC(c1cccs1)N1CCOCC1 (stereo unspecified)	11	7	-6	-5	-1	10	19	9
O=C(O)c1ccccc1C(=O)Nc1ccc(Oc2cccc3ccccc23)cc1	nt	12	-13	0	9	nt	nt	nt
O=C(CNC(=O)c1ccc(Cl)cc1Cl)OCC(=O)N1CCCC1	4	6	-15	3	1	13	-2	17
CC1(c2nnc(-c3ccc(Cl)cc3)o2)CC(c2cccnc2)=NO1 (stereo unspecified)	10	26	-4	-5	8	15	-6	-17
CCc1ccc(NC(=S)Nc2ccc3cn[nH]c3c2)cc1	-33	-14	-2	41	-2	-16	-4	-13
O=C(Oc1ccccc1)c1ccc(NC(=O)c2ccco2)cc1	-15	0	1	7	11	-3	-10	-2
Nc1nc(CN2CCN(c3ccccn3)CC2)nc(Nc2ccc(Cl)cc2)n1	4	42	-2	-4	-4	-10	6	-25
COCCNC(=O)c1ccc(-n2c(SCc3cc(F)ccc3F)nc3ccccc3c2=O)cc1	10	3	7	6	23	-15	7	7
CCc1cc(=O)oc2cc(C)cc(OC(C)C(=O)NCCN3CCOCC3)c12 (stereo unspecified)	7	-12	-2	-6	1	-17	5	-6
CN(C)S(=O)(=O)c1cccc(NC(=O)COc2ccc(S(=O)(=O)N3CCOCC3)cc2Cl)c1	4	1	4	-5	1	9	3	2
Cc1oc(C(=O)O)cc1CSc1nnc(-c2ccccc2)n1C	-13	-6	-4	-7	-4	4	-3	7
Cn1cnc(S(=O)(=O)N2CCN(C(c3ccccc3)c3ccccc3)CC2)c1	-7	-2	4	6	12	-17	-5	8
Nc1c(C(=O)N2CCCCC2)sc(=S)n1-c1ccccc1	3	3	3	-10	-1	16	9	7
COc1ccc(-c2ccc3oc(-c4ccc(OC)cc4)c(-c4ccc(OC)cc4)c3c2)cc1	3	9	7	-2	5	-4	32	1
Cc1ccc(S(=O)(=O)c2nc(S(=O)(=O)CCO)sc2N2CCOCC2)cc1	14	0	12	-4	9	-31	0	20
CCc1ccccc1NC(=S)NCCSc1ccc(Cl)cc1	-11	-3	0	5	21	15	-3	0
N#CCC(=O)N1CCN(C=O)CC1	8	-7	8	1	3	6	4	9
CS(=O)(=O)N(CC(=O)Nc1c(F)cccc1F)c1cccc([N+](=O)[O-])c1	-24	3	0	1	-12	-5	1	4

Exported in markdown: 5 of the compounds above.
| Structure | Jurkat NFkB inh | Gli-Sufu block | CXCR6 inh | EBI2 block | CCR6 antagonist | 697 NFkB inh | UBC13 polyUb | APJ antag |
| --- | --- | --- | --- | --- | --- | --- | --- | --- |
| COc1cccc(N(CC(=O)N/N=C(\C)c2cccs2)S(C)(=O)=O)c1 | 19 | -25 | -6 | -10 | 11 | 20 | 6 | 0 |
| CCOC(=O)C1=C(C)N=C2c3ccccc3C(=O)C2C1c1ccc(Br)cc1 (stereo unspecified) | -1 | nt | nt | nt | nt | 5 | -43 | 12 |
| Cc1ccc(C)c(NS(=O)(=O)c2cc(Br)cnc2N)c1 | -1 | 3 | -4 | -20 | 21 | -9 | -2 | 15 |
| CC1Cc2ccccc2N1CC(=O)NC(c1ccccc1)c1ccccc1 (stereo unspecified) | -8 | -5 | 14 | 2 | 37 | -16 | 3 | 4 |
| C=C(C)CSc1cc(C)c(C#N)c2nc3ccccc3n12 | 17 | 3 | 0 | -19 | 15 | -5 | -11 | 14 |

(further entries)
SMILES	Jurkat NFkB inh	Gli-Sufu block	CXCR6 inh	EBI2 block	CCR6 antagonist	697 NFkB inh	UBC13 polyUb	APJ antag
CCOc1ccc(NC(=O)CSc2nnc(-c3ccco3)n2N)cc1	8	3	5	1	2	4	5	4
COC(=O)[C@H](C)NC(=O)Nc1ccc(S(N)(=O)=O)cc1	-2	0	-15	-12	-5	8	0	8
O=C1C2CCCN2C(c2ccccc2)N1c1ccc(F)cc1 (stereo unspecified)	-5	-3	0	-2	2	-5	0	-43
O=C(Nc1ccccc1)OCCc1ccccn1	nt	-68	2	-3	5	nt	nt	nt
COc1cc(NC(=O)CN2C(=O)NC(C)(c3ccccc3)C2=O)c(C)cc1[N+](=O)[O-] (stereo unspecified)	-8	5	4	0	4	7	2	-3
Fc1ccc(Nc2nnc(C(F)(F)F)s2)cc1Cl	13	28	-11	-2	12	-3	5	-5
CCN1CCCC1CNC(=O)Cn1ncc2c(=O)oc3ccc(C)cc3c21 (stereo unspecified)	0	6	2	-2	7	-6	7	14
COc1ccc(Oc2coc3c(CN4CCOCC4)c(O)ccc3c2=O)cc1	-14	22	2	3	10	-4	13	-6
COc1ccc([N+](=O)[O-])cc1NC(=O)COC(=O)/C=C/c1ccco1	2	-1	0	-3	14	0	-8	6
CC1CCN(C(=O)CN2C(=O)NC(C)(c3ccc4ccccc4c3)C2=O)CC1 (stereo unspecified)	59*	0	-5	2	0	11	8	-4
CCCCCC(=O)Nc1ccc(C(=O)COC(=O)Cn2cnc3c2c(=O)n(C)c(=O)n3C)cc1	-5	-9	-7	6	13	-9	-2	16
CCCCc1ccc(NC(=S)N2CCCC(C)C2)cc1 (stereo unspecified)	0	47	-8	10	21	11	-1	2
O=Cc1cc(Cl)ccc1OCCN1CCC(Cc2ccccc2)CC1	15	23	3	-6	1	15	11	-2
Cc1ccc(C(=O)NC2CCN(CC(=O)Nc3ccccc3Cl)CC2)cc1	6	8	-2	-3	3	6	4	23
O=C(NC(=S)Nc1nc(-c2ccc(Cl)cc2)cs1)c1cccs1	-10	-1	16	24	27	-7	-6	23
CS(=O)(=O)Nc1ccc(C(=O)NCc2ccco2)cc1	-7	10	-3	1	9	11	-1	-11
COc1cccc(CN2CC(C(=O)N3CCCCCC3)CCC2=O)c1 (stereo unspecified)	0	-10	-4	3	-2	-29	-5	9
O=c1c2ccccc2nc(-c2ccccc2)n1Cc1ccc(Cl)cc1	-13	6	10	4	12	-3	8	3
Cc1ccc(-n2nnnc2SCc2ccccn2)cc1C	0	-6	-10	7	6	-11	-6	9
O=C(COc1ccc(Cl)cc1Cl)N1CCN(c2ccccn2)CC1	-6	13	-4	15	8	14	-2	-17
CN1CCN(c2ccc(S(=O)(=O)N3CCOCC3)cc2NC(=O)Cc2ccccc2F)CC1	16	-6	-5	3	-7	17	0	22
O=C(CSc1nnc(-c2ccco2)n1-c1ccccc1)N1CCN(C(=O)c2ccco2)CC1	3	-32	5	1	3	4	6	19
O=C(NCC1CCCO1)C(=O)N/N=C/c1cc(Cl)ccc1O (stereo unspecified)	7	-9	-3	12	23	-6	-18	7
O=C(Nc1ccc(OC(F)F)cc1)c1ncc(Cl)c(Cl)c1Cl	1	-6	4	6	6	1	-9	5
Cn1cnnc1SCCNS(=O)(=O)c1ccccc1	-14	-13	-2	-1	9	6	0	-1

The list goes on.
SMILES	Jurkat NFkB inh	Gli-Sufu block	CXCR6 inh	EBI2 block	CCR6 antagonist	697 NFkB inh	UBC13 polyUb	APJ antag
O=C(Nc1ccc(NC(=O)c2cc3ccccc3o2)cc1)c1ccco1	8	-26	8	24	16	2	-1	1
CN1C(=O)C2(C(C#N)=C(N)N(c3ccc(Cl)cc3)C3=C2C(=O)CC(C)(C)C3)c2ccccc21 (stereo unspecified)	-21	-1	1	0	1	-21	-6	-19
CN(/N=C/c1ccc(O)cc1O)c1nc(-c2ccccc2)cc(-c2ccccc2)n1	4	nt	0	-21	2	-4	8	-5
CCOc1ccc(-n2c(SCC(=O)Nc3cc(C(=O)O)ccc3Cl)nc3ccccc3c2=O)cc1	-9	14	-2	4	7	20	-4	4
CC1(C)Cc2c(cnn2-c2ccc(F)cc2)C(NC(=O)C(C)(C)O)C1 (stereo unspecified)	5	8	2	4	-4	-13	9	13
CC(C)C(=O)Nc1ccc(C(=O)NNC(=S)NC(=O)c2ccccc2[N+](=O)[O-])cc1	5	-11	15	2	18	-7	-22	16
Oc1c(Br)cc(Br)cc1C=Nc1ccc2c(c1)OCO2	-2	2	18	-4	8	22	-19	-33
Cc1ccc(NS(=O)(=O)c2c(C)[nH]c(C)c2C(=O)N2CCCCC2)c(Cl)c1	-5	-1	6	5	11	8	-2	9
CCN(Cc1ccccc1)C(=O)c1cc2c(=O)oc3ccc(C)cc3c2s1	-13	-2	6	12	10	-1	15	-63
COc1ccc(S(=O)(=O)N2CCN(c3ncccn3)CC2)cc1[N+](=O)[O-]	-22	-2	-1	-7	5	-7	-6	-34
CC(=O)c1cccc(NC(=O)C2COc3ccccc3O2)c1 (stereo unspecified)	-30	-2	2	-3	7	23	2	22
Cc1ccc(C(=O)Nc2c(C)cc(-c3ccccc3)oc2=O)cc1	-29	1	0	0	17	-46	-8	17
CN(C)C(=O)CCc1ccc2c3c([nH]c2c1)[C@]1(CCc2ccccc2)[C@@H](C(=O)N2CCCCC2)C[C@H](CC(=O)NCCc2ccccn2)C(=O)N1CC3	nt	6	-2	-10	13	3	nt	nt
CSc1nc(Oc2ccccc2)c2sccc2n1	14	10	9	0	-2	5	6	19
COc1ccc(NC2=CC(=S)NC(C)(C)C2)cc1	-4	5	11	4	9	9	-10	6
O=C(Nc1ccccn1)c1ccc2ccccc2c1O	-25	-10	-14	5	-2	-97	-1	-14
O=C(O)CCCN1C(=O)C2C3c4ccccc4C(c4ccccc43)[C@@H]2C1=O (stereo partly specified)	-12	21	1	-8	7	9	1	12
Cc1ccc(C)c(NC(=O)CCN2CCN(c3ccccc3F)CC2)c1	3	-2	-2	5	0	-5	1	-4
COC(=O)c1cc(=O)n(Cc2ccco2)c(=Nc2ccc(F)cc2)s1	4	5	12	16	26	28	3	23
CC(=O)Oc1cc2c(C(=O)NCCN3CCOCC3)c(C)oc2c2ccccc12	-2	-4	2	6	2	6	-16	-22
CC(C)c1nc(SCC(=O)Nc2nccs2)c2ccccc2n1	11	27	4	-5	7	-3	-3	14
CCCc1ccc(Oc2cc(NN3CCCCC3)c([N+](=O)[O-])cc2[N+](=O)[O-])cc1	8	12	-13	6	-5	-16	-22	6
Cc1ccc(S(=O)(=O)N2CCCCC2)cc1NC(=O)COC(=O)Cc1cccc(C(F)(F)F)c1	-3	3	-9	-11	0	13	-1	-6
CCOc1ccc(N=c2scc(-c3ccccc3)n2CCO)cc1	-38	-36	-3	17	14	-62	5	3
Cc1ccc(S(=O)(=O)CCC(=O)OCC(=O)NC(C)c2ccccc2)cc1 (stereo unspecified)	-1	0	0	-5	4	12	-5	7
O=C(NCCc1c[nH]c2ccccc12)c1ccc(F)cc1F	-39	-28	5	19	6	-39	2	5
O=c1sc2ccccc2n1COc1ccccc1	nt	-6	-1	8	10	nt	nt	nt
COc1ccc(CCn2c(N3CCOCC3)nc3c2c(=O)[nH]c(=O)n3C)cc1	3	5	-6	0	-14	-3	-2	3
COc1ccc(C2c3c(n[nH]c3C)CC(C)(O)C2C(C)=O)cc1OC (stereo unspecified)	-5	4	-1	5	5	7	11	12
O=S(=O)(N/N=C\C=C\c1ccccc1)c1ccc(Cl)cc1	2	3	4	-5	-3	-8	-13	11
